ARNT TACC3 PPI – disrupts binding between human ARNT and TACC3; Q9Y6A5; AID 623870; AlphaScreen His-ARNT PAS-B/GST-TACC3 binding, luminescence; TACC3 fragment carries E629A point mutation; inhibition, % at 9.99 µM; hit rate 0.66% among 390,000;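 active = mean inhibition of replicates at least 50% and at least half of replicates each reaching 50%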;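 note: 0% = complete ARNT plus TACC3 wells and 100% = ARNT alone without TACC3; many hits fall short of the cut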
Statin myotox sup – protects C2C12 myotubes from simvastatin toxicity; ATP luminescence, 48 h; scaled: DMSO 0, geranylgeraniol control 100; rescue of ATP level, % at 7.49 µM; hit rate 0.78% among 330,000; AID 602340;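 active = mean ATP rescue above about 67%, or every replicate alone reaching that limit, limit read from the data, passing the limit was not always enough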;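 note: myotubes were challenged with 10 µM simvastatin during compound exposure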
esBAF inh – blocks esBAF chromatin remodeling in mouse ES cells | Bmi1-luciferase knock-in reporter, 24 h; 100% = twice the neutral-well signal | reporter increase, % at 12.5 µM | hit rate 2% among 350,000; in the data active = activation above about 40%;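 note: 0% = median of the plate's neutral control wells and 100% = double that signal; a rise in the Bmi1 reporter signal indicates esBAF inhibition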
SIRT5 block – blocks human SIRT5 desuccinylation of peptide; Purified SirT5, succinyl-peptide AMC, trypsin-coupled fluorescence; inhibition, % at 15 µM; hit rate 1.1% among 330,000; AID 652115; in the data active = inhibition above about 15%
Target sequence (Q9NXA8 whole entry, looked up): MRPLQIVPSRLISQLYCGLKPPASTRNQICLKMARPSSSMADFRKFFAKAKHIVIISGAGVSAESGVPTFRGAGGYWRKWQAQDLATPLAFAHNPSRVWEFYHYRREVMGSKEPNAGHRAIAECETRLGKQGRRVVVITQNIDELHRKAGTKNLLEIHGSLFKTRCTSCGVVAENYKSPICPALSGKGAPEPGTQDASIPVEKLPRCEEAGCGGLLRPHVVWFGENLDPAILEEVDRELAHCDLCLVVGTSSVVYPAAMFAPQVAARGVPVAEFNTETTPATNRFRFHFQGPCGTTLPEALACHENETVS
ERp5 inh – inhibitors of human ERp5; Q15084; ERp5 insulin aggregation, absorbance 650 nm, 90 min; inhibition, % at 9.99 µM; hit rate 0.05% among 350,000; AID 651711;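 active = mean replicate inhibition above about 25%, with every replicate also reaching it, limit read from the data, passing the limit was not always enough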
Target sequence (Q15084 whole entry, looked up): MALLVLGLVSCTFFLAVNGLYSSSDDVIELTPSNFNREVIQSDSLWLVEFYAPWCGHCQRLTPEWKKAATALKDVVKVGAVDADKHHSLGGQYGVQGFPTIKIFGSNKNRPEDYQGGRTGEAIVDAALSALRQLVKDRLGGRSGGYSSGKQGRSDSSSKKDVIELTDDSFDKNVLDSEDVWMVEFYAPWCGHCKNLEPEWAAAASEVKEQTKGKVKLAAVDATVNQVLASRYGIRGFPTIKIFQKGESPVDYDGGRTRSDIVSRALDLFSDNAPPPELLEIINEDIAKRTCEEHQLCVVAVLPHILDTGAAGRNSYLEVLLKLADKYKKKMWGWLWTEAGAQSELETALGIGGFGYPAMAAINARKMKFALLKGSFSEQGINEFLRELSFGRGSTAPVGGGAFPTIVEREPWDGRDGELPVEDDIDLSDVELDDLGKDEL
miR122 inh – inhibitors of miR-122 in Huh7 cells. activation (reporter increase), % at 12.5 µM. Huh7 miR-122 Renilla luciferase sensor, 48 h; neutral wells = 0, positive control = 100. hit rate 0.3% among 340,000. AID 602342;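 active = mean replicate activation score at least 90 and every replicate individually at or above 90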;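 note: higher luciferase means less miR-122 activity so hits act as miR-122 inhibitors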
Cneo AK release – Cryptococcus neoformans lysis via adenylate kinase release; C. neoformans lysis, adenylate kinase release luminescence, 4 h; normalised: neutral wells 0, clomiphene wells 100; lysis activity, % at 15 µM; hit rate 0.2% among 360,000; AID 651654;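 active = mean lysis activity across replicates of at least 80%, whatever share of replicates individually reach that level; inactive = mean lysis activity below 80%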
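Schedule: static 4 h at 37 °C with compound, 1 h detection; system: C. neoformans cells; benchmarks: Clomiphene as positive control; buffer or medium: fresh YPD medium; measure: luminescence rise reflecting yeast cell lysis; measured by: luminescent adenylate kinase detection reagent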
Numbers without * were called inactive; x = not tested or not shown; & = joins results of further samples; [ ] = dose if it differs, or a comment.

SMILES	ARNT TACC3 PPI	Statin myotox sup	esBAF inh	SIRT5 block	ERp5 inh	miR122 inh	Cneo AK release
CCC(=O)N(C)C[C@H]1Oc2ncc(C#Cc3ccccc3OC)cc2C(=O)N([C@@H](C)CO)C[C@@H]1C	-3	5	4	3	1	-3[16.7 µM]	0
COc1ccc2[nH]cc(S(=O)(=O)c3ccc(C)cc3)c2c1	2	x	x	-6	-5	78	x
O=C(Cc1ccc2c(c1)OCCO2)N1CCN(S(=O)(=O)c2cccc(Cl)c2Cl)CC1	0	x	x	-7	-1	-7	2
COc1ccc(-c2nc3ccc(Cl)cn3c2Cc2cccc(Cl)c2)cc1OC	x	5	-1	-3	2	7	1
CCc1cc(=O)oc2c(C)c(OCC(=O)N3CC[C@@]4(O)CCCC[C@H]4C3)ccc12	-2	1	-6	x	0	7	2
O=[N+]([O-])c1ccc(N2CCN(c3ccc([N+](=O)[O-])cc3CO)CC2)c(CO)c1	-4	-43	-4	-5	-1	-2	0
COc1cccc(CN2CCCCN3[C@H](C2)[C@@H](c2ccc(-c4cccnc4)cc2)[C@@H]3CO)c1	10	-17	0	x	x	-1[16.7 µM]	3
Cc1ccc(C(=O)NCC(=O)OC2CCCCC2=O)cc1C (stereo unspecified)	-2	x	x	-2	1	x	x
C[C@H]1CCCCO[C@H](CN(C)Cc2ccc(C(=O)O)cc2)[C@@H](C)CN([C@@H](C)CO)C(=O)c2cc(NS(C)(=O)=O)ccc2O1	-29	x	-4	-2	3	5[16.7 µM]	0
COc1ccc(/C=N/c2c(-c3ccc(OC)cc3)nc3n2CCS3)cc1	-3	15	17	x	x	-5	0
S=C(c1ccc(N2CCCC2)c(Br)c1)N1CCCCC1	2	-8	1	-1	-1	9	4
Nc1nnc(-c2ccc(Cl)c(Cl)c2)s1	-6	x	x	-2	3	x	-2
C[C@H](CO)N1C[C@H](C)[C@@H](CN(C)C(=O)Nc2ccc3c(c2)OCO3)Oc2c(NS(=O)(=O)c3ccccc3)cccc2C1=O	0&2	-7&-1	3&3	1&-7	-2&1	8[16.7 µM]	1&4
COc1ccc(Cl)cc1NC(=O)CN(C)C(=O)c1cc2ccccc2cc1OC	1	12	4	-1	4	17	7
Cc1noc(C)c1NC(=O)N[C@H]1C=C[C@H](CC(=O)NCCCN(C)C)O[C@H]1CO	3	-4	-2	-1	3	x	-1
CSc1ncccc1C(=O)OCC(=O)c1ccc(C)s1	x	6	58*	-4	1	-4	x
O=C(CNc1cccc(S(=O)(=O)N2CCCC2)c1)Nc1cccc(Br)c1	5	25	-8	-4	10	48	3
COc1cc(C(=O)Nc2nccs2)c(Br)c(OC)c1OC	1	-4	-9	x	x	1	x
Cc1oc(-c2ccccc2)cc1C(=O)Nc1ccccc1	1	-11	14	x	x	6	0
COc1cccc(S(=O)(=O)N[C@H]2CC[C@@H](CC(=O)NCc3ccc(Cl)cc3)O[C@H]2CO)c1	36*	2	-3	0	-4	x	11
C[C@H](CO)N1C[C@H](C)[C@@H](CN(C)S(=O)(=O)c2cn(C)cn2)Oc2ccc(NS(=O)(=O)c3cccs3)cc2CC1=O	x	-4	-5	3	1	7[16.7 µM]	-3
Cc1cc(C)c2oc(=O)cc(CN3CCN(Cc4ccc5c(c4)OCO5)CC3)c2c1	-1	3	0	x	x	6	-8
COC(=O)C[C@H]1CC[C@@H]2[C@@H](COc3ccc(NC(=O)Nc4ccc(C)cc4)cc3C(=O)N2C)O1	-8	6	10	6	-30	7[16.7 µM]	0
O=C(/C=C/c1ccco1)NC1CCCC1	-12	x	x	-1	-1	x	x
C[C@H](CO)N1C[C@H](C)[C@H](CN(C)C(=O)Nc2ccccc2)Oc2c(NC(=O)NC3CCCCC3)cccc2C1=O	17	9	-9	5	-2	0[16.7 µM]	37

Additional records follow.
SMILES	ARNT TACC3 PPI	Statin myotox sup	esBAF inh	SIRT5 block	ERp5 inh	miR122 inh	Cneo AK release
Cc1ccc(-c2cnc3c(c2)C(=O)N([C@@H](C)CO)C[C@@H](C)[C@@H](CN(C)C)O3)cc1	-3	1	1	0	-12	1[16.7 µM]	-5
CC[N+]1(CC)CC2CCC(C)(C1)C2(C)C (stereo unspecified)	18	2	-4	0	2	10	2
CCOc1ccc(N2C(=O)CC(S/C(N)=N/N=C/c3cccs3)C2=O)cc1 (stereo unspecified)	1	-6	-1	x	x	-2	0
NC(=S)N/N=C/c1cc([N+](=O)[O-])ccc1Cl	-2	x	x	5	-5	x	2
Cc1noc(C)c1S(=O)(=O)N(C)C[C@H]1Oc2c(NC(=O)C3CCCCC3)cccc2C(=O)N([C@H](C)CO)C[C@@H]1C	0	-3	2	-2	-1	40	-2
CCOC(=O)C1C(=O)OC2(CCCCC2)C1C(=O)OCC (stereo unspecified)	2	-19	-6	5	-1	-5	-2
Cc1cccc(NCCC#N)c1	-1	x	x	x	x	-3	-10
CCCCn1c(=O)[nH]c(=O)c2c(C(=O)OCC)cc(-c3ccc(OC(F)F)cc3)nc21	-2	-11	-8	-22	3	-4	2
COc1ccc(NC(=O)Nc2cccc3c2O[C@H](CN(C)S(=O)(=O)c2ccc(OC)cc2)[C@@H](C)CN([C@H](C)CO)C3=O)cc1	-2&15	-26&5	-1&1	0&-2	0&1	2[16.7 µM]	-1&2
COc1cc2c(cc1OC)CN(C(=O)c1cc(COc3ccccc3SC)on1)CC2	x	36	19	x	1	-6	-4
O=C(NCc1ccc(F)cc1)Nc1nnc([C@H]2C[C@H](O)[C@@H](CO)O2)s1	x	3	0	-3	-6	0	-1
Cc1ccn2c(=O)c(NC(=O)COc3ccccc3)c(C)nc2c1	3	17	-1	7	-5	x	-1
c1ccc(-c2csc(CN3CCCCC3)n2)cc1	8	3	-3	-2	-3	x	0
CCCOc1ccc(F)cc1-c1cc(C(=O)NC(C)C)[nH]n1	x	-2	-6	-4	-8	0	1
COc1ccccc1NC(=O)CSCc1cc(=O)n2c(C)csc2n1	-3	1	-9	-3	1	-4	-4
O=C(CSc1nnc(-c2cccc(F)c2)o1)N1CCOCC1	x	-2	26	-2	0	x	-1
Cc1ccc(NS(=O)(=O)c2cccc(C(=O)O)c2)c(C)c1	-19	-15	0	-2	-5	1	0
C[C@@H]1CCCCO[C@@H](CN(C)S(=O)(=O)c2ccccc2)[C@H](C)CN([C@@H](C)CO)C(=O)c2cc(NS(=O)(=O)c3cccs3)ccc2O1	3	x	17	7	4	-10[16.7 µM]	-1
COc1ccc(NS(=O)(=O)c2ccc3c(c2)NC(=O)CCS3)cc1Cl	x	13	6	0	-2	58	-1
Cn1cnc(S(=O)(=O)N2CCCCC2c2cc(C(=O)Nc3cccc4c3CCCC4)no2)c1 (stereo unspecified)	x	-5	-4	2	3	-2	2
CN(C)/C=N/c1cc(=O)n(C)c(=O)n1Cc1ccccc1	-5	12	3	x	-7	x	3
C=CCNC(=O)CN1CCC(n2c(C)nc3cc(C(F)(F)F)ccc32)CC1	-2	-16	6	x	x	6	-15
CO[C@@H]1CN(C)C(=O)c2cc(NS(=O)(=O)CC(F)(F)F)ccc2OC[C@H](C)N(Cc2ccccn2)C[C@H]1C	29	-1	-1	-5	-1	x	5
Cc1ccc(CNc2nc(Cl)c(C#N)s2)cc1	-6	x	x	-1	0	x	x
CCOC(=O)c1ccc(NC(=O)COc2cc3oc(=O)c(CC(C)O)c(C)c3cc2Cl)cc1 (stereo unspecified)	-11	-5	-1	-1	-4	-4	0

One compound at a time, from the list above. Order of values: ARNT TACC3 PPI	Statin myotox sup	esBAF inh	SIRT5 block	ERp5 inh	miR122 inh	Cneo AK release
COc1cc2c(cc1OC)CN(C(=O)c1cc(COc3ccccc3SC)on1)CC2 across the screens: x	36	19	x	1	-6	-4
Cn1cnc(S(=O)(=O)N2CCCCC2c2cc(C(=O)Nc3cccc4c3CCCC4)no2)c1 (stereo unspecified) across the screens: x	-5	-4	2	3	-2	2

(listing goes on)
SMILES	ARNT TACC3 PPI	Statin myotox sup	esBAF inh	SIRT5 block	ERp5 inh	miR122 inh	Cneo AK release
CS(=O)(=O)N(CC(=O)N1CCN(Cc2ccccc2)CC1)c1ccccc1F	-4	0	-8	-1	0	-5	-1
Cc1cccc(N(CC(=O)N2CCCC2)S(=O)(=O)c2ccccc2)c1C	4	59	-8	x	x	1	6
CN(C)S(=O)(=O)c1ccc(C(=O)NC(=O)CSc2nnnn2C)cc1	-5	-6	-10	x	-3	-9	0
COc1ccc(S(=O)(=O)N(C)C[C@H]2Oc3c(NC(=O)C4CC4)cccc3C(=O)N([C@H](C)CO)C[C@H]2C)cc1	-12	1	0	-1	6	83[16.7 µM]	-5
COc1ccc2oc(CS(=O)c3ccccc3)c(C(=O)O)c2c1 (stereo unspecified)	-1	39	-9	-2	0	-3	-4
CC(=O)NNC(=O)CC(=O)Nc1nc(C23CC4CC(CC(C4)C2)C3)cs1	-3	x	x	2	-1	x	x
CCCc1ccc(C(=O)NC(=O)c2ccccc2O)cc1	-20	x	x	-3	4	-2	-14
O=S(=O)(Cc1ccccc1)NCC[C@H]1CC[C@@H](NS(=O)(=O)c2ccccc2)[C@H](CO)O1	-5	-2	2	-1	2	x	-3
CC(C)CN(C[C@H]1[C@H](c2ccccc2)[C@@H](CO)N1C(=O)C1CCC1)C(=O)C1CC1	-2	23	-3	-4	0	21[16.7 µM]	8
COC(=O)c1ccc(C)c(NC(=O)CCn2[nH]c(=O)ccc2=O)c1	-4	-3	4	-1	-3	x	5
CCCC(=O)Nc1ccc2c(c1)C(=O)N(C)[C@H]1CC[C@@H](CC(=O)NCC3CC3)O[C@H]1CO2	0	-7	1	-6	2	60[16.7 µM]	1

Grouped by structure: the compounds so far containing a Cl atom (9)
SMILES	ARNT TACC3 PPI	Statin myotox sup	esBAF inh	SIRT5 block	ERp5 inh	miR122 inh	Cneo AK release
O=C(Cc1ccc2c(c1)OCCO2)N1CCN(S(=O)(=O)c2cccc(Cl)c2Cl)CC1	0	x	x	-7	-1	-7	2
COc1ccc(-c2nc3ccc(Cl)cn3c2Cc2cccc(Cl)c2)cc1OC	x	5	-1	-3	2	7	1
Nc1nnc(-c2ccc(Cl)c(Cl)c2)s1	-6	x	x	-2	3	x	-2
COc1ccc(Cl)cc1NC(=O)CN(C)C(=O)c1cc2ccccc2cc1OC	1	12	4	-1	4	17	7
COc1cccc(S(=O)(=O)N[C@H]2CC[C@@H](CC(=O)NCc3ccc(Cl)cc3)O[C@H]2CO)c1	36*	2	-3	0	-4	x	11
NC(=S)N/N=C/c1cc([N+](=O)[O-])ccc1Cl	-2	x	x	5	-5	x	2
COc1ccc(NS(=O)(=O)c2ccc3c(c2)NC(=O)CCS3)cc1Cl	x	13	6	0	-2	58	-1
Cc1ccc(CNc2nc(Cl)c(C#N)s2)cc1	-6	x	x	-1	0	x	x
CCOC(=O)c1ccc(NC(=O)COc2cc3oc(=O)c(CC(C)O)c(C)c3cc2Cl)cc1 (stereo unspecified)	-11	-5	-1	-1	-4	-4	0

Compound activity (PubChem)

An unsorted share of the library; 4% or so of the library scored in one or more.
